Screening data from PubChem BioAssay.
bIAP act: bovine intestinal alkaline phosphatase activators, primary screen, biochemical, bovine IAP, CDP-star luminescence. alkaline phosphatase, intestinal [Bos taurus]. purified bovine IAP, 30 min; hits give high values; fold of DMSO-control signal, blank-subtracted. activation factor at 20 µM. 0.17% of 200,000 active. AID 1016, 2008;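 active = activation factor of 2 or more at 20 µM, a signal rise over negative controls twice the positive control's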
STAT1 inh: STAT1 signaling inhibitors, primary screen, cell-based, HTS, luciferase reporter. NIH 3T3 STAT1-luciferase reporter, IFN-gamma, luminescence. inhibition, % at 5.5 µM. 0.35% of 200,000 active. AID 920, 2007;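 active = inhibition above a set limit, the mean inhibition across all tested compounds plus 3 SD, cut at about 34% in these data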;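 also: 0% = IFN-gamma with DMSO and 100% = IFN-gamma with 300 µM nifuroxazide; values of inactives mirror those of a sister screen read the other way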
SRC2 TRFRET art: TR-FRET signal artefacts, primary screen, artefact control for PPARgamma SRC-2 agonist project, biochemical; 0.4% of 200,000 active; TR-FRET ratio at 8 µM; TR-FRET artefact counter-screen; hits give high values; in the data active = TR-FRET ratio above about 2000; also: inactives centre near 1500
TNAP act hi DEA: TNAP activators at high phosphate acceptor level, primary screen, biochemical, luminescence, uHTS; 200,000 tested, under 10 active; AID 1136, 2008; purified TNAP, CDP-star luminescence, 1 M DEA, 30 min; hits give high values; 0 = EDTA background, 1 = DMSO-only activity; Alkaline phosphatase, tissue-nonspecific isozyme (Homo sapiens), P05186; activation factor at 20 µM;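 active = activation factor at least 2 at 20 µM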
Target sequence (P05186 whole entry, looked up): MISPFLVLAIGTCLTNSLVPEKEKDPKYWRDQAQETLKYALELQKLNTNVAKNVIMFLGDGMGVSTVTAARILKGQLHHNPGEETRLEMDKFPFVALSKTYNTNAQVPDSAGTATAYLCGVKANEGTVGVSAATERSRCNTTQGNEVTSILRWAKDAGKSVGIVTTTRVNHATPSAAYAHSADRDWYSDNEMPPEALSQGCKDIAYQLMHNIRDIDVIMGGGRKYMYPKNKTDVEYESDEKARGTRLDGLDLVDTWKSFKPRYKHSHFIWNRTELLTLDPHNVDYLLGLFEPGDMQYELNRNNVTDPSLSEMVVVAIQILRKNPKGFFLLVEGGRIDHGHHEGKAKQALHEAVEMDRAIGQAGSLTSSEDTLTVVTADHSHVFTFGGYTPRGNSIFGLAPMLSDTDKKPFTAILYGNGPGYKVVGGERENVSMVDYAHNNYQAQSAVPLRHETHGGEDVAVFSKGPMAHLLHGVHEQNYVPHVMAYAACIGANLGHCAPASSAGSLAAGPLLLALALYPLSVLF
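Assay system: human TNAP; Input: enzyme diluted 1/800 final; Reagent: CDP-star luminogenic substrate at 100 µM final; Timing: 30 min, room temperature; Signal: luminescence; Evaluation: TNAP activation factor scaled between EDTA and DMSO control wells.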
STAT3 inh: IL-6 driven STAT3 reporter inhibitors, primary screen, U3A cells, luciferase, luminescence, MLSCN library. 0.89% of 190,000 active. IL-6 STAT3-luciferase reporter; host cell line lacks STAT1. inhibition, % at 5.5 µM. AID 862, 2007;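 active = inhibition above the mean inhibition across all screened compounds plus 3 SD, cut at about 44% in these data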;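 also: 0% = DMSO only wells and 100% = 100 µM nifuroxazide control wells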
ROMK mod: ROMK potassium channel modulators, primary screen, cell-based, thallium flux, MLSMR library; 2% of 130,000 active; Tet-inducible ROMK, thallium flux fluorescence; actives lie on both sides; B-score at 10 µM;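 active = signal ratio slope over the read window, or its plate-corrected B-score, at least 3 SD from the plate mean, either direction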;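 also: B-score of the F/F0 ratio slope over 7 to 12 s after thallium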
Target sequence (P48048 whole entry, looked up): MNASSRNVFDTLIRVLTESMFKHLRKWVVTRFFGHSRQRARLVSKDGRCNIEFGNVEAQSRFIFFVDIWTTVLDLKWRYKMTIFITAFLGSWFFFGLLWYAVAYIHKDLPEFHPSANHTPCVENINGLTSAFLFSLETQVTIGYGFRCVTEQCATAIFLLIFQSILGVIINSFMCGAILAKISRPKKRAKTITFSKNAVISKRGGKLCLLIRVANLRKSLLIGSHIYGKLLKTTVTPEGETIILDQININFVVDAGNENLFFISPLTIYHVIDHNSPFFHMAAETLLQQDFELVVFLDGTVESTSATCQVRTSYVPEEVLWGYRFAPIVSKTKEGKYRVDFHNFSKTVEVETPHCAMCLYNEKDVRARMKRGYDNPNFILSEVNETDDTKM
bIAP inh: bovine intestinal alkaline phosphatase inhibitors, primary screen, selectivity assay for TNAP inhibitor project, biochemical, bovine IAP, CDP-star luminescence; alkaline phosphatase, intestinal [Bos taurus]; purified bovine IAP, 30 min; inhibition, % at 20 µM; 190,000 tested, under 10 active; AID 1019, 2008;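 active = over 50% inhibition of intestinal alkaline phosphatase at 20 µM in the single-dose screen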
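test system = bovine IAP enzyme | medium = DEA buffer 100 mM, pH 9.8, with MgCl2 1.0 mM, ZnCl2 0.02 mM | detection = luminescence | dosing = single compound dose of 20 µM, 2% DMSO final | incubation = 30 min reaction at room temperature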
PPARg SRC1 recr: PPARgamma agonists recruiting SRC-1 coactivator, primary screen, biochemical; Peroxisome proliferator-activated receptor gamma (Homo sapiens), P37231; PPARgamma-SRC-1 coactivator recruitment biochemical assay; activation, % at 8 µM; 0.41% of 200,000 active; AID 631, 2007; in the data active = activation above about 19%;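 also: 0% = DMSO and 100% = reference agonist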
STAT3 act: IL-6 driven STAT3 reporter potentiators, primary screen, U3A cells, luciferase, luminescence, MLSCN library. IL-6 STAT3-luciferase reporter; 100% = signal with IL-6 EC80 alone. activation (% of control), % at 5.6 µM. 0.91% of 190,000 active. AID 871, 2007;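 active = activation above the screen-wide mean of compound activation plus 3 SD, cut at about 130% in these data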;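 also: 0% = background luminescence of wells with medium and substrate only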
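Material: STAT3-luciferase reporter U3A cells; Probe or stimulus: IL-6 (33 ng/mL); Incubation: compound pre-incubation 1 h before IL-6, then 6 h stimulation at 37 °C; Technique: luminescence from STAT3-driven luciferase reporter; Evaluation: % activation versus median of IL-6-stimulated wells; Controls: IL-6-only high control.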
PPARg SRC-2 ag: agonists of PPARg-SRC-2 recruitment, primary screen, biochemical, HTS | Peroxisome proliferator-activated receptor gamma (Homo sapiens), P37231 | PPARgamma LBD-SRC-2 recruitment | activation, % at 8 µM | 0.34% of 200,000 active; in the data active = activation above about 22%;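 also: 0% = vehicle and 100% = reference agonist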
PPARg SRC-3 ag: PPARgamma agonists recruiting SRC-3 coactivator, primary screen, biochemical; Peroxisome proliferator-activated receptor gamma (Homo sapiens), P37231; biochemical PPARgamma/SRC-3 coactivator recruitment assay; activation, % at 8 µM; 0.26% of 200,000 active; in the data active = activation above about 23%;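 also: 0% = DMSO and 100% = reference agonist; some compounds past the cut are filed as inactive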
* = called active by the depositor; . = no result given.

SMILES | bIAP act | STAT1 inh | SRC2 TRFRET art | TNAP act hi DEA | STAT3 inh | ROMK mod | bIAP inh | PPARg SRC1 recr | STAT3 act | PPARg SRC-2 ag | PPARg SRC-3 ag
Cc1ccc(OCC(=O)Nc2ccc(N(C)C)cc2)cc1 | 0.9 | 9 | 1402 | 1.1 | 5 | . | 9 | -2 | 100 | -4 | 5
COC(=O)c1[nH]c2cccc(C)c2c1NC(=O)CN1CCN(C(=O)c2ccco2)CC1 | 1.1 | -8 | 1311 | 1 | 11 | 0.11 | -9 | -1 | 98 | -3 | -9
COc1ccc(CNC(=O)C(=O)NCC2OCCN2S(=O)(=O)c2cccs2)cc1 (stereo unspecified) | 1 | -6 | 1719 | 1 | -8 | -0.9 | -5 | 10 | 107 | 3 | 3
NC(=S)NCc1cccnc1 | 1 | -9 | 1450 | 1 | 6 | . | 0 | 4 | 99 | 0 | 4
Cc1c(Cl)cccc1NC(=O)CNc1cccc(S(=O)(=O)N(C)C)c1 | 1 | -10 | 1579 | 1 | -5 | -0.7 | 3 | -2 | 104 | 10 | 3
CN(Cc1ccccc1)C(=O)COC(=O)c1cc(NS(=O)(=O)c2cccs2)ccc1O | 1.1 | 18 | 1560 | 1 | 17 | 0.51 | -9 | 12 | 92 | 2 | 3
O=C(CSc1ncc(-c2ccccc2)nn1)NCc1ccco1 | 0.9 | -2 | 1429 | 1.1 | 1 | . | 8 | 0 | 100 | 11 | -1
Cc1cccc2sc(NNC(=O)C3COc4ccccc4O3)nc12 (stereo unspecified) | 0.9 | -15 | 1594 | 1 | -15 | -2.2 | 11 | 2 | 113 | -3 | 0
O=C1CCCc2c1cc(C(=O)NCCCN1CCOCC1)c(=O)n2-c1ccc(Cl)cc1 | 1 | -4 | 1534 | 1 | -9 | . | -1 | 0 | 112 | 3 | 13
O=S(=O)(c1ccc(NCc2ccc(F)cc2)nc1)N1CCCC1 | 1 | 4 | 1628 | 1.1 | 6 | -0.68 | 1 | 3 | 102 | 8 | 1
CCN(CC)CCNC(=O)c1ccc(Cl)c(S(=O)(=O)Nc2ccccc2OC)c1 | 0.9 | 1 | 1547 | 1 | 5 | . | 5 | -3 | 99 | -3 | -1
CCCOC(=O)CSC1=C(C#N)C(c2ccccc2OCC)C(C#N)C(=O)N1 (stereo unspecified) | 1 | 13 | 1906 | 1.1 | 2 | -0.0068 | 4 | 9 | 101 | 16 | 8
COc1ccc(S(=O)(=O)N2c3ccccc3OCC2c2ccccc2)cc1 (stereo unspecified) | 0.6 | 6 | 1645 | 1 | 15 | . | 36 | 3 | 92 | 11 | 19
CCOC(=O)Cn1cnc2c(nnn2Cc2ccc(Cl)cc2)c1=O | 0.9 | -7 | 1503 | 1 | 1 | . | 12 | -8 | 103 | 1 | 2
COc1cccc(/C=N/NC(=S)Nc2cccc(C(=O)O)c2)c1O | 1.1 | 68* | 1696 | 1 | 66* | -0.36 | -8 | 5 | 45 | 0 | 1
CCOC(=O)c1c(C)[nH]c(C(=O)COC(=O)C(C)Oc2ccc(Cl)cc2Cl)c1C (stereo unspecified) | 1 | 7 | 1473 | 1 | -4 | -0.26 | 5 | 0 | 101 | 10 | 3
Nc1ccc(/C=C/C(=O)c2ccco2)cc1 | 1 | -11 | 1463 | 0.9 | -3 | . | -4 | -2 | 105 | 1 | 4
COc1ccc(C2CC(c3ccccc3)=NN2C(=O)COC(=O)c2ccc(Cl)nc2)cc1 (stereo unspecified) | 1.1 | -12 | 1555 | 1 | -5 | . | -7 | 13 | 100 | 2 | 0
CCC1(CC)NC(=O)NC1=O | 0.9 | -3 | 1576 | 1.1 | -7 | . | 14 | -1 | 110 | -3 | -4
CNC(=O)/C(C#N)=C/c1cn(CC(=O)NCc2ccco2)c2ccccc12 | 1 | 1 | 1688 | 1 | 0 | 0.36 | 1 | -1 | 104 | 4 | -2
Cc1cccc(Cn2cnc3c(nnn3Cc3ccc(F)cc3)c2=O)c1 | 1 | 7 | 1544 | 1.1 | 2 | -0.0057 | 3 | 11 | 101 | 4 | 9
CN1CCN(C(=O)CC23CC4CC(CC(C4)C2)C3)CC1 | 0.9 | -2 | 1518 | 1 | 1 | . | 6 | -4 | 101 | 10 | 4
COC(=O)c1cc(NC(=O)c2ccc([N+](=O)[O-])cc2)c(=O)oc1C | 1 | -1 | 1337 | 1 | 18 | 0.11 | 3 | -2 | 88 | 1 | 3
CCOC(=O)c1[nH]c(C)c(C(=O)NC(C)CC)c1C (stereo unspecified) | 1 | -6 | 1696 | 1.1 | 6 | . | -1 | 1 | 99 | 5 | 4
COC(=O)[C@H](C)NC(=O)Nc1ccc(OC)cc1OC | 0.9 | -1 | 1554 | 1 | 3 | -0.16 | 7 | 1 | 101 | 3 | -5
CCC(=O)n1nc(-c2ccco2)nc1SCc1ccccc1 | 0.9 | -9 | 1652 | 1 | 8 | 0.5 | 5 | 3 | 96 | 13 | 1
CN(Cc1nc(Cc2cccc(F)c2)no1)CC1COCCO1 (stereo unspecified) | 1 | 7 | 1551 | 1 | -5 | . | -2 | 4 | 106 | 7 | 2
Cn1c(C(=O)N2CCN(Cc3ccc4c(c3)OCO4)CC2)cc2c(=O)n(C)c3ccccc3c21 | 1 | 5 | 1748 | 1.1 | 4 | . | -3 | 6 | 104 | 7 | -1
CC(NC(=O)NCCCn1ccnc1)(C(F)(F)F)C(F)(F)F | 0.9 | 1 | 1711 | 1.1 | 5 | 0.052 | 10 | 7 | 100 | -2 | -13
CC(C)(C)n1nnnc1CN1CCN(C2CCCC2)CC1 | 1 | -5 | 1522 | 1.1 | 4 | . | 0 | -5 | 100 | -2 | -6
Cc1ccc(C(=O)Nc2cc(=O)n(C)c(=O)n2C)cc1C | 1 | 2 | 1564 | 1 | 12 | . | 1 | 3 | 98 | 2 | 11
O=C(N/N=C1\CCc2ccccc21)c1ccc(O)cc1 | 1.1 | -50 | 1448 | 1 | 16 | 0.66 | -10 | -7 | 90 | -1 | -1
CC(C(=O)Nc1ccccc1)c1ccc(-c2ccccc2)c(F)c1 (stereo unspecified) | 0.9 | 16 | 1568 | 1.1 | 14 | 1.8 | 11 | -4 | 88 | 7 | -6
Cn1c(Cl)c(/C=N/OC(=O)C(C)(C)C)c2ccccc21 | 1.1 | 0 | 1477 | 1 | 16 | 0.45 | -6 | -4 | 94 | -5 | 6
Cc1ccc(N2C(=O)N(CC(=O)N3CCCc4ccccc43)C(=O)C2C)cc1 (stereo unspecified) | 0.9 | -2 | 1539 | 1 | 1 | . | 8 | 0 | 103 | 6 | -7
CC(C)NC(=O)C1CCN(C2CCN(C(=O)C3=CCCC3)CC2)CC1 | 1.1 | -7 | 1636 | 1 | 6 | 1.1 | -6 | 8 | 98 | -3 | -1
COC(=O)Nc1sc2c(c1C(=O)NCc1ccco1)CCCC2 | 0.9 | 6 | 1482 | 1.1 | 1 | -0.74 | 5 | -1 | 103 | 12 | -15
O=S(Cc1ccc(Cl)cc1)CC(O)(c1ccccc1)c1ccccc1 (stereo unspecified) | 0.9 | 2 | 1350 | 1 | 4 | -1.1 | 10 | -8 | 101 | 1 | -3
O=C(CCN1C(=O)c2ccccc2C1=O)Nc1ccc(F)cc1 | 1 | 1 | 1336 | 1 | 36 | . | 3 | -8 | 71 | -8 | -7
O=[N+]([O-])c1ccc(Cl)c(/C=N/NC(=S)Nc2ccccc2)c1 | 1 | 0 | 1654 | 1 | -23 | . | 0 | 1 | 126 | -3 | 14
O=C(Nc1nnc(COc2ccc(Cl)cc2)s1)C1CCCO1 (stereo unspecified) | 1 | 0 | 1583 | 1 | 4 | . | 0 | 2 | 100 | 1 | 6
CN(C)c1ccnc(NCc2ccccc2)c1C#N | 1 | -5 | 1324 | 1 | 24 | . | 3 | -1 | 82 | -10 | 6
O=C(CN1CCCCCCC1)N/N=C/c1ccc(F)c(F)c1 | 1 | -1 | 1623 | 1 | 11 | -0.29 | -5 | 2 | 92 | 2 | 3
CCOC(=O)c1ccc(NC(=O)Cn2nnc(-c3ccc(C)cc3)n2)cc1 | 1 | 3 | 1448 | 1.1 | 3 | 0.38 | 3 | 6 | 101 | -1 | -20
Cc1oc(-c2ccc(Cl)cc2)nc1CN1CCCC(C(=O)NCCCN2CCOCC2)C1 (stereo unspecified) | 1 | 3 | 1315 | 1 | 4 | -1.6 | -2 | -2 | 99 | -6 | -12

The last three entries of the section before open the next one:
SMILES | bIAP act | STAT1 inh | SRC2 TRFRET art | TNAP act hi DEA | STAT3 inh | ROMK mod | bIAP inh | PPARg SRC1 recr | STAT3 act | PPARg SRC-2 ag | PPARg SRC-3 ag
O=C(CN1CCCCCCC1)N/N=C/c1ccc(F)c(F)c1 | 1 | -1 | 1623 | 1 | 11 | -0.29 | -5 | 2 | 92 | 2 | 3
CCOC(=O)c1ccc(NC(=O)Cn2nnc(-c3ccc(C)cc3)n2)cc1 | 1 | 3 | 1448 | 1.1 | 3 | 0.38 | 3 | 6 | 101 | -1 | -20
Cc1oc(-c2ccc(Cl)cc2)nc1CN1CCCC(C(=O)NCCCN2CCOCC2)C1 (stereo unspecified) | 1 | 3 | 1315 | 1 | 4 | -1.6 | -2 | -2 | 99 | -6 | -12
COc1ccc(-c2nnc(SCC(=O)NCc3cccs3)n2C(C)C)cc1 | 1 | 6 | 1506 | 1 | 10 | . | 2 | 2 | 93 | 6 | 11
CCOc1cc(/C=N\NC(=O)C2C(=O)NCC2c2ccccc2)ccc1OC (stereo unspecified) | 1.1 | 3 | 1363 | 1 | -14 | 1.2 | -14 | 1 | 112 | -13 | -4
Cc1nc(Nc2nc3ccccc3o2)nc2c1CCC2 | 1.2 | 8 | 1309 | 1.1 | 70* | . | -18 | -4 | 45 | 3 | -9
NS(=O)(=O)c1ccc(NC(=S)NC(=O)c2ccc(Br)o2)cc1 | 1 | -1 | 1619 | 1 | 6 | . | 1 | 8 | 98 | 5 | 5
